GALK inh: inhibitors of human galactokinase (GALK). P51570. recombinant GALK, Kinase-Glo ATP luminescence, 1 h. Potency, µM (doses to about 57.5 µM), inactives show at the highest dose activity, negative = inhibition, actives largely listed as inhibitors. 44,000 tested, under 10 active;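 also: plate controls were full GALK reaction for no effect and reaction lacking GALK for full effect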
Target sequence (P51570 whole entry, looked up): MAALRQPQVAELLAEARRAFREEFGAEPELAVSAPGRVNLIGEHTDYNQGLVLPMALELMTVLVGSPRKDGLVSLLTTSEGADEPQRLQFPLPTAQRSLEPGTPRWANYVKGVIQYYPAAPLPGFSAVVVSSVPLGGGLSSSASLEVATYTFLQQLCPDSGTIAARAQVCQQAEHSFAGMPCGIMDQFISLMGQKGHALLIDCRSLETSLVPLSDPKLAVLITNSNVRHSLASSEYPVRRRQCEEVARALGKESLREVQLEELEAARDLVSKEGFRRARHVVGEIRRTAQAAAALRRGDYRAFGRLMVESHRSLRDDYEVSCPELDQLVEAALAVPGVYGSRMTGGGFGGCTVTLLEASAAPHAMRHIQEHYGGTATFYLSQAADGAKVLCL
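5 nM GALK with 35 µM ATP and 100 µM galactose in HEPES pH 8.0, MgCl2, NaCl, DTT, BSA; 1 h RT reaction, remaining ATP detected by Kinase-Glo Plus luminescence after 10 min; qHTS concentration series.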
p53null 39C kill: p53 null cell cytotoxicity, nonpermissive temperature. actives 0.97% (n = 55,000). H1299 p53-null (neo) cells, 39C, ATPlite viability, 24 h. Potency, µM (top dose mostly 46.1 µM), without a hit: at the top dose activity, negative = cell killing, most hits filed as cytotoxic;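 also: potency is read from the fitted curve at half-maximal effect; 0% = DMSO only and -100% = full killing by 100 µM tamoxifen; nearly all actives have a fitted effect of over 50% in size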
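Cells seeded at 600/well, 37C overnight. Compound added (up to 46 uM), plates shifted to 39C for 24 hr. ATPlite added, luminescence read after 20 min at room temperature.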
NTMT1 inh: NTMT1 methyltransferase inhibition; actives 2.5% (n = 59,000); Potency, µM (top dose mostly 114 µM), without a hit: at the top dose activity change, negative = inhibition, usual class: inhibitors; AID 1645870; Q9BV86; NTMT1 MTase-Glo SAH luminescence, purified enzyme;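 also: potency is read from the fitted curve at half-maximal effect; plate controls were DMSO vehicle for no effect and no enzyme for full effect; nearly all actives have a fitted effect of over 65% in size; many of its hits are not listed in these tables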
B2AR arrestin ag: beta-arrestin recruitment by human beta2-adrenergic receptor ligands | AID 1347077 | P07550 | HTLA Tango cells, beta-arrestin recruitment, luciferase luminescence, 18 h | Potency, µM (top dose mostly 46.1 µM), without a hit: at the highest dose activation, actives largely listed as activators | 44,000 tested, under 10 active;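 also: potency is read from the fitted curve at half-maximal effect; 0% = DMSO and full agonism = EC100 isoproterenol or metaproterenol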
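Receptor–beta-arrestin recruitment read by tTA-responsive luciferase: compound titrations (up to 46 µM) incubated 18 h with Tango cells, then luminescent substrate 15 min at room temperature. Concentration-response fits classified by r2, efficacy and activity.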
p53null 32C kill: kills p53 null cells at the permissive temperature | Potency, µM (top dose mostly 46.1 µM), inactives show at the top dose activity change, negative = cytotoxicity, most hits filed as cytotoxic | actives 0.62% (n = 55,000) | H1299-neo p53 null cells, ATP luminescence, 24 h, 32C;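 also: potency is read from the fitted curve at half-maximal effect; 0% = DMSO only and -100% = full killing by 100 µM tamoxifen; nearly all actives have a fitted effect of over 55% in size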
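ATP-content luminescence in p53-null H1299-neo cells after 24 h compound exposure (up to 46 uM) at 32C permissive temperature; 0% and 100% killing set by DMSO and 100 uM tamoxifen; Hill-equation AC50.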
TSG101-PTAP inh: inhibitors of HIV-1 PTAP binding to human TSG101, validation | Q99816 | Fluorescence polarization, FITC-PTAP peptide/Tsg101, 20 min | Potency, µM (doses to about 115 µM), inactives show top-dose activity change, negative = inhibition, most hits filed as inhibitors | 44,000 tested, under 10 active; also: potency is read from the fitted curve at half-maximal effect; 0% is about no effect
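FITC-labeled PTAP peptide (50 nM final) binding to Tsg101 binding domain (10 uM final) read by fluorescence polarization after 20 min at r.t. in HEPES pH 7.5 buffer. Actives by CRC class, <25 µM.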
FH mod: Identification of activators of human fumarate hydratase by quantitative high-throughput screening; Fumarate hydratase, mitochondrial (Homo sapiens), P07954; Potency, µM (titrated, usually from 79.9 µM), for the others: at the highest dose activity change, negative = inhibition, most hits filed as inhibitors; AID 1347055, 2019; actives 0.22% (n = 54,000); FH coupled MDH/diaphorase resazurin fluorescence, 15 min; also: potency is read from the fitted curve at half-maximal effect; % is scaled to controls: 0 for no effect and ±100 for the full control effect; the screen sought activators but most active calls are inhibition curves; nearly all actives have a fitted effect of over 45% in size
Target sequence (P07954 whole entry, looked up): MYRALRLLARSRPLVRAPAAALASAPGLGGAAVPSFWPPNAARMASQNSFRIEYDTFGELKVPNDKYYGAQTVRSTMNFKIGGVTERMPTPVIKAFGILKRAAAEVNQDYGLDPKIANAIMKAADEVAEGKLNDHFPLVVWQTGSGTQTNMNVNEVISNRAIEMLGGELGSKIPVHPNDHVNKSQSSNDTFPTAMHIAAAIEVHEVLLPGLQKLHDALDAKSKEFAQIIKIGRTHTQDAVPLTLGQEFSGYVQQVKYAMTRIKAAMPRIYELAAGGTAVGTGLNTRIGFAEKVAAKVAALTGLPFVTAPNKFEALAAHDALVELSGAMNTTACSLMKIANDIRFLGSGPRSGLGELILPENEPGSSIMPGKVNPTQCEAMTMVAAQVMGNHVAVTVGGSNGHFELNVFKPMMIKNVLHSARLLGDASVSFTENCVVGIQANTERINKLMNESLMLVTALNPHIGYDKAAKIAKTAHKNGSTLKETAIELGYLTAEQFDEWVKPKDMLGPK
* marks the source's active call; other numbers are inactive results; ? = inconclusive; . = not tested or not shown; [ ] = dose if it differs, or a comment. Calls follow the shape of the dose curve; as a rule, active = well fitted curve in the direction sought with a large enough effect; inconclusive = small, poorly fitted or top-dose-only effect, or another doubt; inactive = no such curve, though single readings can be large; an effect the other way counts as inactive or inconclusive. The list is partial, so the mix of outcomes need not match the whole.

The opening four records, to show the layout:
SMILES	GALK inh	p53null 39C kill	NTMT1 inh	B2AR arrestin ag	p53null 32C kill	TSG101-PTAP inh	FH mod
Fc1ccccc1Nc1c2c(nc3ccccc13)CCC2	7%	?	?	0%	0%	-2%	-22%
CC1CCn2c(nc3cc(C(=O)NCc4ccc(F)cc4)ccc32)C1 (configuration not stated)	1%	-9%	-9%	0%	6%	-2%	-8%
Cc1ccccc1CNC(=O)CCC(=O)N1CCSc2ccccc21	?	-18%	12%	-1%	0%	-3%	3%
CC1Cc2cc(S(=O)(=O)NCc3ccccc3Cl)ccc2N1C(=O)C1CCC1 (configuration not stated)	2%	-18%	11%	1%	10%	-1%	-14%

Main list (from the top)
SMILES	GALK inh	p53null 39C kill	NTMT1 inh	B2AR arrestin ag	p53null 32C kill	TSG101-PTAP inh	FH mod
Fc1ccccc1Nc1c2c(nc3ccccc13)CCC2	7%	?	?	0%	0%	-2%	-22%
CC1CCn2c(nc3cc(C(=O)NCc4ccc(F)cc4)ccc32)C1 (configuration not stated)	1%	-9%	-9%	0%	6%	-2%	-8%
Cc1ccccc1CNC(=O)CCC(=O)N1CCSc2ccccc21	?	-18%	12%	-1%	0%	-3%	3%
CC1Cc2cc(S(=O)(=O)NCc3ccccc3Cl)ccc2N1C(=O)C1CCC1 (configuration not stated)	2%	-18%	11%	1%	10%	-1%	-14%
COc1ccc(OC)c(NC(=O)Cc2c(C)n(C(=O)c3ccc(Cl)cc3)c3ccc(OC)cc23)c1	2%	10%	3%	0%	9%	-5%	-10%
COc1ccc(NC(=O)Cn2c(=O)n(-c3ccc(C)cc3)c(=O)c3c2c2cc(C)ccc2n3C)cc1	-1%	3%	12%	0%	-2%	-5%	-4%
COC(=O)c1scc(-c2ccc(C)cc2)c1S(=O)(=O)N1CCN(c2ccccc2)CC1	1%	0%	12%	-1%	-3%	-2%	-14%
CCOC(=O)c1ccc(NC(=O)CSc2cc(-c3ccccc3)nc(C)n2)cc1	1%	-13%	-6%	1%	-1%	-2%	-12%
CCCCN(C)C(=O)C1CCCN(c2ncnc3onc(-c4ccc(F)cc4)c23)C1 (configuration not stated)	-2%	1%	-4%	-1%	-2%	-2%	-2%
O=C(CCSCc1cnn(-c2ccccc2)c1-n1cccc1)NCc1ccccc1Cl	0%	6%	6%	0%	12%	-2%	-10%
O=C(NCc1ccccc1Cl)c1ccc2nc(Cc3ccccc3)oc2c1	?	5%	?	2%	-4%	1%	-28%
CCOC(=O)CC(NC(=O)Cn1nnc(-c2ccccc2Cl)n1)c1ccc(OC)cc1 (configuration not stated)	-1%	11%	1%	2%	12%	-1%	-7%
CCNc1nc2c(c(=O)n(C)c(=O)n2C)n1Cc1ccc(F)cc1	-1%	7%	3%	2%	-2%	-1%	-21%
Cn1c(=O)c2c(nc(SCC(=O)Nc3ccc(F)cc3F)n2Cc2ccccc2)n(C)c1=O	0%	-4%	-8%	-1%	-7%[9.22 µM]	-3%	3%
CCCC1=Nc2cc(C(=O)N3CCC(C)CC3)ccc2Sc2ccc(C)cc21	1%	-2%	-3%	0%	7%	1%	-17%
CCOC(=O)c1sc(N2C(=O)c3oc4cc(C)c(C)cc4c(=O)c3C2c2cccc(O)c2)nc1C (configuration not stated)	0%	-20%	-2%	0%	1%	0%	0%
CCn1nc(C)c2c(-c3ccccc3)cc(=O)n(C(C)C(=O)NCc3ccc(C)cc3)c21 (configuration not stated)	2%	58%[activator]	-1%	0%	25%	-6%	?
O=C(c1ccccc1)N1CCc2cc(CNS(=O)(=O)c3ccccc3Cl)ccc21	-1%	?	6%	1%	-8%	0%	-7%
CCc1ccc(NC(=O)CN2CCCN(Cc3cccc(Cl)c3)S2(=O)=O)cc1	0%	7%	24%	0%	-1%	10%	3%
CCOc1cc(C2c3c(-c4ccccc4O)n[nH]c3C(=O)N2Cc2cccnc2)ccc1O (configuration not stated)	6%	11%	6%	0%	5%	1%	-11%
COc1ccccc1NC(=O)C1=C(C)Nc2nc(SCc3ccccc3)nn2C1c1ccncc1 (configuration not stated)	-4%	-5%	-3%	0%	1%	1%	-1%
Cc1ccc(CN2CCC(CNc3ncnc4onc(-c5ccc(Cl)cc5)c34)CC2)cc1	0%	-5%	?	-1%	4%	-11%	-2%
COCCCn1c(=N)c(S(=O)(=O)c2ccccc2)cc2c(=O)n3cc(C)ccc3nc21	-11%	-17%	-3%	-2%	4%	1%	-16%
Cc1cc(C)c2c(=O)cc(C(=O)Nc3sc4c(c3C(=O)NCc3ccccc3)CCCC4)oc2c1	-11%	12%	17%	-1%	1%	2%	1%
Cc1ccc2c(=O)cc(C(=O)Nc3nc4ccc(Cl)cc4s3)oc2c1	4%	-9%	-12%	0%	-8%	-3%	7%
Further entries:
SMILES	GALK inh	p53null 39C kill	NTMT1 inh	B2AR arrestin ag	p53null 32C kill	TSG101-PTAP inh	FH mod
COc1ccc(NC(=O)CN2CCN(C3CCCCC3)C(=O)C2=O)cc1	1%	9%	1%	0%	-5%	1%	-3%
CCOC(=O)C1CCCN(Cc2cn3c(-c4ccc(Br)cc4)nnc3s2)C1 (configuration not stated)	-4%	-3%	19%	1%	18%	-1%	-13%
COc1cccc(N2CCN(Cc3nnc(-c4ccc5c(c4)OCO5)o3)CC2)c1	4%	-17%	-17%	1%	-2%	-1%	2%
Cc1cccc(-n2ccnc2SCC(=O)Nc2cccc3ccccc23)c1	-5%	4%	-2%	0%	16%	0%	-17%
Cc1c(C(=O)N2CCN(c3ccccc3)CC2)sc2nc3n(c(=O)c12)CCC3	0%	-3%	7%	-1%	-4%	2%	4%
Cc1c(C(=O)N2CCN(c3ccc(F)cc3)CC2)sc2nc3n(c(=O)c12)CCC3	-11%	0%	2%	-1%	-2%	-1%	-7%
Cc1nn(-c2ccc(F)cc2)c(-n2cccc2)c1C(=O)N1CCCCC1C (configuration not stated)	2%	-5%	-2%	0%	-5%	-1%	-2%
O=S1(=O)c2ccccc2N(Cc2ccc(Cl)cc2)c2ccccc21	-1%	32%[activator]	1%	0%	-1%	3%	-46%
CCOc1ccc(NCc2cccn2-c2nnc(N3CCC(C(=O)NCCOC)CC3)s2)cc1	3%	13%	-18%	0%	2%	-2%	-18%
Cc1ccccc1-c1nnc(SCC(=O)N(C)C2CCCCC2)o1	1%	-16%	-6%	-1%	-10%	2%	-5%
CCN1CCN(c2csc3ccc(Br)cc3c2=O)CC1	-5%	-17%	-24%	1%	-1%	-4%	-12%
COc1ccc(NC(=O)Cn2c(=O)n(CC3CCCO3)c(=O)c3ccccc32)c(OC)c1 (configuration not stated)	0%	20%	6%	0%	7%	2%	2%
COc1cccc(N2CCN(C(=O)c3cccc(NC(=O)c4nsc5ccccc45)c3)CC2)c1	-8%	-19%	-4%	2%	-1%	1%	-15%
CCN(CC)CCCNC(=O)CN1C(=O)COc2ccc(S(=O)(=O)N3CCC(C)CC3)cc21	-1%	-11%	?	-1%	-5%	-1%	2%
c1cnc(N2CCN(c3ncc4c(n3)CCNC4)CC2)nc1	3%	-27%	2%	-2%	-2%	1%	2%
Cc1ccc(CCNC(=O)Cn2nc(-c3ccc(C)cc3)ccc2=O)cc1	0%	11%	-5%	0%	1%	1%	-2%
Cc1cccc(N2CCN(S(=O)(=O)c3ccc4[nH]c5c(c4c3)CCCCC5)CC2)c1C	4%	27%	29%	-1%	14%	1%	-7%
Cc1cccc(NC(=O)CSc2nnc(C)c(=O)[nH]2)c1	3%	7%	2%	-1%	-2%	2%	-17%
COc1ccc(C(=O)Nc2nc(-c3ccc(Br)cc3)ns2)cc1	-11%	-18%	-16%	-4%	-12%	-9%	6%
CC(C)Oc1cccc(C(=O)Nc2ccc(-c3nc4cc(Cl)cc(Cl)c4o3)cc2)c1	-1%	13%	-2%	0%	6%	2%	1%
Cc1nc2ccccc2n2c(-c3ccccc3)c3c(=O)n(C)c(=O)n(C)c3c12	2%	3%	?	-2%	8%	-3%	-5%
Cc1ccc(NC(=O)C2CCN(S(=O)(=O)c3c(C)noc3/C=C/c3cccs3)CC2)cc1F	6%	7%	10%	0%	23%	-5%	-16%
O=C(NCCc1ccccc1)c1cnc2sc(N3CCCCC3)nn2c1=O	-4%	2%	.	-1%	2%	0%	.
Cc1ccc(OCC(=O)NCC(=O)OCc2cc(=O)n3nc(C)sc3n2)cc1	4%	0%	5%	-1%	6%	-1%	4%
CCOC(=O)c1ccc(NC(=O)Cn2ncc3c(C)n(Cc4ccccc4F)c(C)c3c2=O)cc1	7%	-7%	1%	-4%	2%	3%	-7%
The listing continues:
SMILES	GALK inh	p53null 39C kill	NTMT1 inh	B2AR arrestin ag	p53null 32C kill	TSG101-PTAP inh	FH mod
CCOc1ccc(C2CC(=O)c3c([nH]c(C(=O)OC4CCC(C)CC4)c3C)C2)cc1 (configuration not stated)	3%	10%	11%	0%	-8%	-1%	20%
COc1ccc(S(=O)Cc2ccc(C(=O)N3CCN(c4cccc(C)c4C)CC3)o2)cc1 (configuration not stated)	-1%	-2%	6%	-1%	-3%	1%	-1%
O=S(=O)(Nc1ccc(F)c(C(F)(F)F)c1)c1ccc(N2CCCCS2(=O)=O)cc1	3%	20%	-1%	-1%	?	-4%	-2%
Cc1ccc2ncc(S(=O)(=O)c3ccccc3)c(N3CCCCC3C)c2c1 (configuration not stated)	-11%	26%	-9%	0%	31%[activator]	-3%	-23%
Cc1ccc(CNC(=O)c2sc3ncnc(N(C)C4CCCCC4)c3c2C)cc1	0%	-12%	-12%	-2%	31%[activator]	0%	-31%
CCOC(=O)C1CCCN(S(=O)(=O)c2cc(-c3onc(C)c3C)ccc2OC)C1 (configuration not stated)	0%	-8%	6%	1%	-2%	-7%	-13%
CCC1CCCCN1C(=O)c1ccc2c(c1)N(Cc1cccc(Cl)c1)C(=O)c1ccccc1S2(=O)=O (configuration not stated)	2%	14%	17%	-2%	5%	1%	-17%
CN(C)c1ccc(CNC(=O)CCCN2C(=O)CCn3nc(-c4cccn4C)cc32)cc1	3%	-7%	0%	-1%	5%	-7%	-8%
COc1ccc(-c2noc(CSc3nnc(-c4ccncc4)n3-c3cccc(C)c3)n2)cc1OC	6%	?	-1%	-1%	-8%	0%	-10%
OCCCc1nc2n(n1)C(c1cccc(Cl)c1)C=C(c1ccccc1)N2 (configuration not stated)	4%	22%	-2%	0%	?	-9%	5%
CCCn1cc(S(=O)(=O)c2cccc(Cl)c2)c(=O)c2cc(F)c(N3CCN(CC)CC3)cc21	1%	-23%	-20%	1%	-10%	-2%	2%
O=C(CSCc1cccc(F)c1)NCc1ccccc1	-1%	-4%	?	-1%	-5%	-1%	3%

Looked up above.
Under GALK inh, O=S(=O)(Nc1ccc(F)c(C(F)(F)F)c1)c1ccc(N2CCCCS2(=O)=O)cc1 has the entry 3%
Under NTMT1 inh, CCOc1ccc(C2CC(=O)c3c([nH]c(C(=O)OC4CCC(C)CC4)c3C)C2)cc1 (configuration not stated) has the entry 11%
Under TSG101-PTAP inh, Cc1ccc(CNC(=O)c2sc3ncnc(N(C)C4CCCCC4)c3c2C)cc1 has the entry 0%

From PubChem BioAssay
